# Screens: PubChem, several laboratories
# RGS8-Gao – modulates binding of RGS8 to human Galphao. AID 1423. P09471. multiplexed bead flow cytometry; actives lie on both sides. 220,000 compounds, 0.34% hits. response (percent of control binding), % at 10 µM; in the data active means response below about 60% or above about 140%; inactive means in between;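 further: Galphao activated as the GDP aluminium fluoride complex binding bead-coupled RGS8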
# GSH bead fluor – GSH bead compound fluorescence profile. GSH beads flow cytometry, compound fluorescence 488/530 nm; active compounds read high. fluorescence (KMESF) at 10 µM. 190,000 compounds, 0.25% hits; in the data active means fluorescence above about 89;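 further: glutathione beads carrying GST-tagged Bcl family fusion proteins plus one bare bead set; values are compound well signal with DMSO vehicle wells as background; inactives centre near 16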
# RGS7-Gao – human RGS7-Galphao interaction regulation | P09471 | Multiplexed bead flow cytometry, RGS7-Galphao binding; actives lie on both sides | binding response (% of control), % at 10 µM | 220,000 compounds, 0.35% hits | AID 1439; in the data active means binding response below about 49% or above about 150%; inconclusive means no clear call, values can overlap the other calls; inactive means in between;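 further: fluorescent Galphao held in activated GDP-AlF4 state binding bead-coupled RGS7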
# Pf gametocyte – kills late stage P. falciparum gametocytes; AID 743093; P. falciparum stage V gametocytes, ATP luminescence, 24 h; 150,000 compounds, 0.065% hits; inhibition, % at 10.9 µM;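 active means inhibition above the mean plus 3 SD of compounds within the control limits, set per campaign, cut at about 38% in these data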;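 further: 0% = DMSO wells and 100% = medium only without gametocytes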
# Avidin bead fluor – avidin bead compound fluorescence profile; fluorescence (KMESF) at 10 µM; Avidin beads, compound fluorescence 488/530 nm, flow cytometry; active compounds read high; AID 1775; 220,000 compounds, 0.38% hits; in the data active means fluorescence above about 47; further: inactives centre near 10
# ABCG2 inh – human ABCG2 inhibition, ABCB1 as counter-screen. inhibition, % at 6.6 µM. 190,000 compounds, 0.1% hits. Q9UNQ0. AID 1325. IgMXP3 cells, JC-1 efflux, flow cytometry;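 active means inhibition above 80%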;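 further: 0% = DMSO and 100% = nicardipine control wells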
#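 Times: 10 min at 25 °C | Test system: Two drug-resistant human cell lines, ABCG2 and ABCB1 | Quantity: 3 million cells/mL final, two lines in 1:1 ratio | Signal: Flow cytometry, 530 nm JC-1 signal | Dosing: Compound at 6.6 µM | Controls: Nicardipine and DMSO wells | Reagent: JC-1 as fluorescent efflux pump substrate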
# Bim-Mcl-1 – disrupts Bim peptide binding to human Mcl-1. Q07820. Bead-based flow cytometry, Bim peptide-Mcl-1 binding. inhibition, % at 10 µM. 190,000 compounds, 0.1% hits. AID 1009; in the data active means inhibition above about 40%;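 further: 0% = no compound tracer wells and 100% = peptide blocker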
# Mcl1 Bid PPI – disrupts binding of human Mcl-1 to Bid peptide; 220,000 compounds, 0.97% hits; TR-FRET Mcl-1/Bid-Dy647 peptide binding, 1536-well; AID 1021; inhibition, % at 21.7 µM;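 active means compounds that cut the binding signal by more than half at the single screening dose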;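 further: His-tagged Mcl-1 with europium anti-His antibody binding Bid BH3 peptide; 0% = Mcl-1 plus peptide wells and 100% = peptide-only wells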
# Mcl1-Noxa inh – disrupts binding of human Mcl-1 to Noxa peptide. Q07820. TR-FRET Mcl-1/Noxa peptide binding, 2 h. inhibition, % at 21.7 µM. 220,000 compounds, 1.5% hits;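 active means compounds that cut the protein-peptide binding signal by more than 50% relative to plate controls in a single-dose test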;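 further: His-tagged Mcl-1 with rhodamine Noxa BH3 peptide and terbium anti-His antibody; 0% = Mcl-1 plus Noxa peptide wells and 100% = peptide-only wells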
# ABCB1 block – human ABCB1 inhibition, ABCG2 as counter-screen. P08183. CCRF-Adr cells, JC-1 efflux, flow cytometry. inhibition, % at 6.6 µM. 190,000 compounds, 0.067% hits. AID 1326; in the data active means inhibition above about 40%;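 further: 0% = vehicle and 100% = reference inhibitor; higher value means more JC-1 retained so stronger ABCB1 efflux block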
# Target sequence (P08183 whole entry, looked up): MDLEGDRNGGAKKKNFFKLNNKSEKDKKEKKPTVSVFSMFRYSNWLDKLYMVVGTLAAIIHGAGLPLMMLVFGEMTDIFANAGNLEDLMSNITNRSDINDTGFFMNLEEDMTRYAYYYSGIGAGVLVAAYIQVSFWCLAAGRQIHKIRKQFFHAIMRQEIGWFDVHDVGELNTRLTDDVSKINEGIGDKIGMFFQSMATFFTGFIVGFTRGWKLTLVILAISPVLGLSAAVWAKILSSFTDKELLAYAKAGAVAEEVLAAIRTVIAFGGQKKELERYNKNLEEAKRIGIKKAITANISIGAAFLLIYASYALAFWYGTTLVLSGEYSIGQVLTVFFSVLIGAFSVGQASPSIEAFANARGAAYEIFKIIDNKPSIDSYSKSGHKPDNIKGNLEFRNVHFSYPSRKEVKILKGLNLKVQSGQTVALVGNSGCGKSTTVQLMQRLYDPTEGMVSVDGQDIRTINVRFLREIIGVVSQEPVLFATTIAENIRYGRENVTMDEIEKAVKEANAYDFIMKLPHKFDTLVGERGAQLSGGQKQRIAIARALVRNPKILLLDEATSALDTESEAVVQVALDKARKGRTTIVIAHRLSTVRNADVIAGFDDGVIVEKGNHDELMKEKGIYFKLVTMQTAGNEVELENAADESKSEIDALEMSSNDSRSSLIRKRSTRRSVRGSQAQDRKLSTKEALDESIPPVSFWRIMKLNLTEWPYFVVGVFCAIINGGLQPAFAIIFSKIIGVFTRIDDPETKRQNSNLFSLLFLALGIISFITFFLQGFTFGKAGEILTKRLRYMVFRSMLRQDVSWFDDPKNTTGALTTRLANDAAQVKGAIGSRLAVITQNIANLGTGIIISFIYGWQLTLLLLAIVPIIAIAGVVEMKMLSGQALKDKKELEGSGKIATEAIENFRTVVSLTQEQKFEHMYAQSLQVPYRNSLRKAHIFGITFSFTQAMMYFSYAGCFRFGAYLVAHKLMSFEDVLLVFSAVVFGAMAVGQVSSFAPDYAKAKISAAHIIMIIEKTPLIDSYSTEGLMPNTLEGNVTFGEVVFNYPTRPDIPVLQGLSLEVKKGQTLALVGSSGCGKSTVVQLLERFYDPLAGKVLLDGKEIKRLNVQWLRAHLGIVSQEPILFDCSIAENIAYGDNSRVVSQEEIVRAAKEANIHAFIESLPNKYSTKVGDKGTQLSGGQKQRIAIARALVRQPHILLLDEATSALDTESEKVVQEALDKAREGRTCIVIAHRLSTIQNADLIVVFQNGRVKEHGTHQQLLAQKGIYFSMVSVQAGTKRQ
# RGS4-Gao reg – human RGS4-Galphao interaction regulation | P09471 | Multiplexed bead flow cytometry, RGS4-Galphao binding; actives lie on both sides | binding response (% of control), % at 10 µM | 220,000 compounds, 0.33% hits; in the data active means binding response below about 49% or above about 150%; inactive means in between;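 further: fluorescent Galphao activated with aluminum fluoride binding bead-coupled RGS4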
# Numbers without * were called inactive; u = inconclusive; x = not tested or not shown.
SMILES	Bim-Mcl-1	RGS7-Gao	Mcl1 Bid PPI	RGS4-Gao reg	Pf gametocyte	GSH bead fluor	Mcl1-Noxa inh	RGS8-Gao	ABCG2 inh	Avidin bead fluor	ABCB1 block
CSc1ccccc1NC(=O)Nc1ccc(F)c(Cl)c1	-1	99	-41	100	8	15	20	98	8	33	1.0
COc1ccc(NC(=S)NN2C(C)CCCC2C)cc1 (centres undefined)	-9	98	42	99	-6	17	52*	96	2	7	0.2
O=C(O)CSC1CC(=O)N(c2cccc(Cl)c2)C1=O (centres undefined)	-2	94	1	96	x	14	8	101	1	20	0.3
CCOC(=O)c1cnc(Nc2nc3ccccc3o2)nc1CN1CCN(C)CC1	-1	101	-62	101	-10	29	-67	101	4	7	0.2
CC(=O)Nc1cccc(-c2nc3ccccc3s2)c1	0	104	-3	101	23	17	0	101	0	11	-0.3
Cc1cccc(NC(=O)Nc2ccncc2)c1	0	99	-33	100	-13	14	10	102	12	11	0.4
CN(C)c1ccnc(SCc2ccccc2Cl)c1C#N	-1	104	3	102	x	70	-2	102	1	8	0.3
CCCSc1sc(C(=O)OC)c(-c2cccs2)c1C#N	x	u	-16	94	-15	x	-4	97	x	10	x
O=C(Nc1ccc2c(c1)OCO2)C1CC(c2ccc(Cl)cc2)=NO1 (centres undefined)	-5	99	-34	100	17	26	-6	100	5	15	0.2
COC(=O)c1c(SCc2ccc(C#N)cc2)nc(=O)[nH]c1C	-1	96	-11	98	x	14	-2	97	5	10	0.4
Cc1cc(C)nc(SCc2nc3nc(C)cc(C)n3c2Br)n1	-3	105	-18	98	x	34	8	94	58	14	1.4
CC(=O)N1CCN(CC(=O)Nc2ccc([N+](=O)[O-])cc2Br)CC1	0	102	-19	100	3	13	-26	102	0	9	-0.2
Cc1nc(NC(=O)CSc2nnnn2Cc2ccccc2)sc1C	-6	109	-3	108	x	48	16	117	4	38	1.0
O=c1[nH]nc(Cc2ccc(-c3ccc(Cl)cc3)o2)c2ccccc12	-3	95	-9	81	x	77	1	86	2	2	0.2
CC1CCCCC1NC(=O)COC(=O)c1ccc(S(=O)(=O)N2CCOCC2)cc1 (centres undefined)	0	102	-33	99	-1	14	6	107	-5	3	0.0
O=C(c1ccco1)N1CCN(Cc2nc(Cc3ccccc3)no2)CC1	-3	96	-21	97	4	14	0	95	1	6	0.5
CC1(c2cccc3ccccc23)NC(=O)N(CC(=O)NC2CCS(=O)(=O)C2)C1=O (centres undefined)	-4	96	98*	99	-18	15	16	103	1	22	-0.8
O=C(C1Cc2ccccc2CN1S(=O)(=O)c1cccs1)N1CCCCCC1 (centres undefined)	-4	98	-8	100	x	20	1	98	2	6	1.0
Cc1ccc(C2CC(=O)C(C=NCCN3CCN(CC(=O)Nc4cc(C)cc(C)c4)CC3)=C(O)C2)cc1 (centres undefined)	0	u	-29	96	10	15	16	97	4	8	1.5
CN1CCN(CCCNC(=O)C2CC(=O)N(C3CCCCC3)C2)CC1 (centres undefined)	-1	99	-17	96	x	34	-10	101	8	5	0.8
CCCCCCCCCC(=O)N/N=C(\C)c1cccnc1	-43	96	4	90	x	52	4	103	3	4	0.7
OC[C@@H](O)[C@H](O)C(/C=N/Nc1ccccc1)=N\Nc1ccccc1	x	u	-107	104	-21	x	42	100	x	8	x
Cc1ccc(NC(=O)Cn2nnc(C(=O)NCc3ccco3)c2N)cc1	0	96	0	97	15	16	-27	98	8	34	2.1
C(=N\n1cnnc1)/c1cccc(Oc2ccccc2)c1	-6	89	-14	87	-13	24	11	87	3	17	0.5
CCOc1ccc(-n2nnc3c(=O)n(CC(=O)N4CCCc5ccccc54)cnc32)cc1	0	100	3	100	x	19	1	100	-5	4	-3.0
Cc1ccc(N2C(=O)C(Cc3ccccc3)NC2=S)cc1 (centres undefined)	-2	99	-19	104	x	28	-6	102	-3	13	-0.1
CC(=O)c1nc(N2C(=O)CC(Cc3cccc(C)c3)C2=O)sc1C (centres undefined)	20	83	-29	79	5	12	9	86	1	20	0.2
Nc1nc(Nc2cccc(Cl)c2)nc(NCc2ccco2)c1[N+](=O)[O-]	x	u	5	97	-16	x	19	97	x	7	x
CCCCN(CCCC)C(=O)c1nsnc1-c1ccccc1O	-3	95	-42	104	-8	11	-15	99	1	16	0.3
C[C@H](NC(=O)Nc1ccc2c(c1)OCCO2)C(=O)O	-2	99	-2	105	20	18	3	105	1	37	0.0
COc1ccc(Cl)cc1Nc1ncnc2sc(C)c(S(=O)(=O)N3CCC(C)CC3)c12	-1	114	-30	110	x	6	-9	107	8	10	1.9
CCN=C1SC(CC(=O)NC2CCCCC2)C(=O)N1CC (centres undefined)	0	99	-7	101	x	22	-4	99	-1	13	0.0
Cc1ccccc1OCC(=O)NNC(=O)CCc1ccccc1	-2	100	-10	100	-4	9	-3	100	2	9	0.5
COc1ccc(CCC(=O)Nc2ccc(Br)cn2)cc1	-3	105	-10	111	18	25	4	107	33	31	0.3
O=C(CSc1nnc(-c2cccnc2)n1Cc1ccco1)N1c2ccccc2Sc2ccccc21	-4	92	-9	94	-48	20	-9	95	3	5	1.2
O=C(O)COc1ccc2occ(C(=O)c3ccccc3)c2c1	0	104	6	104	x	16	9	103	3	5	0.6
Cc1ccc(-c2c3c(=O)n(C)c(=O)n(C)c3cn2-c2ccccc2O)cc1	0	99	-34	101	x	14	17	99	7	39	0.6
COc1ccc(C(O)CNc2ccc(C)cc2)cc1 (centres undefined)	0	96	-50	93	x	21	-12	101	-4	19	-3.0
O=C(C1=C[C@@H](c2ccc(C(F)(F)F)cc2)C[C@@H](OCCCCO)O1)N1CCOCC1	-2	105	-4	103	x	17	3	102	-1	6	-0.1
O=C(c1ccccc1)N(Cc1ccccc1)c1ccccn1	0	101	-22	104	6	34	-6	100	-4	7	-3.7
CN(C)CC(C)(C)CNS(=O)(=O)c1ccc(Cl)cc1	-1	101	-11	99	-12	20	19	103	2	5	0.0
O=C(Nc1ccc(N2CCOCC2)cc1)c1ccc(S(=O)(=O)NCc2ccco2)cc1	x	u	-16	99	4	x	0	102	x	6	x
O=C(c1ccc(Br)s1)N1CCN(Cc2ccc3c(c2)OCO3)CC1	-1	96	-47	97	-10	14	7	95	2	37	0.9
O=C(c1c[nH]c(C(=O)N2CCN(c3ccccc3F)CC2)c1)c1cccc(Cl)c1Cl	4	94	-30	90	24	20	4	97	12	9	5.2
CCOC(=O)N1CCN(C(=O)CN(c2cccc(C)c2)S(=O)(=O)c2ccccc2)CC1	3	86	-38	87	27	5	-13	95	1	7	0.9
Cc1sc2ncn(CC(=O)OC(C)C(=O)NC(C)(C)C)c(=O)c2c1C (centres undefined)	-2	104	-6	90	-6	25	2	105	-9	4	-5.7
COC(=O)CSc1nc(NC#N)nc(NC(C)(C)C)n1	x	u	-11	95	2	x	-14	100	x	12	x
CCOC(=O)Cc1c(C)nc2c(-c3cccc(Br)c3)c[nH]n2c1=O	0	99	-190	101	x	22	-53	103	0	16	0.0
Cc1ccc(NC(=O)CSc2nnc(-c3ccncc3)o2)cc1	5	96	-23	99	-16	29	12	103	-2	12	-5.5
COc1ccc(Cn2nnnc2C(c2ccccc2Cl)N2CCN(C)CC2)cc1 (centres undefined)	-3	98	-13	101	5	20	14	101	0	32	0.2
CC(=O)Nc1ccc(Sc2ccccc2C(=O)O)c(C(=O)O)c1	x	u	18	93	-26	x	20	96	x	3	x
CCC(CC)C(=O)Nc1cccc(C(=O)Nc2nccs2)c1	-1	97	-4	97	-26	26	-4	99	26	11	1.2
CC(C)(C)n1nc(-c2ccc(Cl)cc2)c2c(N)ncnc21	-3	99	8	98	x	16	4	99	3	33	0.6
COc1cccc(NC(=O)Nc2cc(C)ccc2OC)c1	0	26*	-32	36*	-5	15	14	34*	1	2	0.1
CCOC(=O)c1ccc(N=Cc2nc3ccccc3n2C)cc1	-2	103	-2	100	12	7	17	100	2	15	0.4
O=C(OC1CCCCC1=O)c1cc(Cl)ccc1[N+](=O)[O-] (centres undefined)	0	u	-24	104	-32	14	17	102	5	9	1.7
O=S(=O)(c1ccc(NC(=S)NN=C(Cc2ccccc2)Cc2ccccc2)cc1)N1CCOCC1	-1	102	-67	102	6	26	-33	105	-1	12	-0.1
CCCCCn1c(N)c(-c2nc3ccccc3o2)c2c([N+](=O)[O-])nn(CC)c(=O)c21	2	104	60*	103	-9	14	97*	104	24	13	0.9
O=C(C1CC(c2ccc(F)cc2)=NO1)N1CCCCC1 (centres undefined)	-2	91	-13	92	x	21	-11	95	12	31	0.7
CN1CCN(Cc2ccc(-c3ccc(Cl)cc3)o2)CC1	-2	93	18	93	x	36	x	94	1	10	-0.1

# Other records follow.
SMILES	Bim-Mcl-1	RGS7-Gao	Mcl1 Bid PPI	RGS4-Gao reg	Pf gametocyte	GSH bead fluor	Mcl1-Noxa inh	RGS8-Gao	ABCG2 inh	Avidin bead fluor	ABCB1 block
Cc1ccc(-n2nc(C)cc2Nc2ncc(Cl)cc2Cl)cc1	-7	98	-4	101	25	19	10	103	15	10	0.9
O=C1c2cccc3cccc(c23)C(=O)N1CCN1CCN(C(=S)Nc2ccccc2)CC1	-8	106	-30	110	5	12	16	125	2	7	0.2
CCn1c(SCC(=O)NCC2CCCO2)nnc1-c1c[nH]c2ccccc12 (centres undefined)	-2	103	-16	98	x	28	-2	105	5	12	0.3
COc1cccc(C(=O)N2CCN(S(C)(=O)=O)CC2)c1	-6	102	-22	103	-14	37	-1	102	-1	12	-1.2
Cc1ccc2c(c1)c(C)c(C)n2CC(O)CN1CCCCC1C (centres undefined)	-5	99	-32	99	x	15	21	101	4	26	1.1
O=C(c1ccc(-c2nc3ccccc3s2)s1)N1CCOCC1	-25	97	-15	100	-4	9	-11	104	0	25	-0.5
Cc1ccc(Cl)cc1Nc1nc(-c2sc(NC(=O)c3cccc(Cl)c3)nc2C)cs1	-3	101	61*	101	x	24	40	94	-3	3	-0.7
COc1ccc2c(c1)c(C(=O)CN1CCN(C(=O)c3ccco3)CC1)c(C)n2C	0	99	-11	100	x	5	16	102	2	8	0.4
O=[N+]([O-])c1ccc(O)c(C(C#Cc2ccccc2)N2CCOCC2)c1 (centres undefined)	x	u	-24	94	-114	x	-2	99	x	4	x
CCC(CC)C(=O)Nc1cccc(C(=O)N2CCCC2)c1	0	106	-2	104	19	78	5	104	-1	12	-0.4
COC(=O)c1[nH]c2ccc(Br)cc2c1NC(=O)CN1CCCc2ccccc21	0	102	-36	98	x	8	5	99	-2	10	-0.7
